phage Ecoli inh = growth loss of phage-infected E. coli, primary screen, RecBCD inhibitor project, absorbance, with phage, HTS; inhibition, % at 11.9 µM; actives 0.26% (n = 360,000); AID 651602, 2012; in the data active = inhibition above about 11%
E coli growth = E. coli V3065 growth inhibition, primary screen, counter-screen for AddAB inhibitor project, absorbance, OD600 | 18 h | inhibition, % at 11.9 µM | actives 0.27% (n = 330,000) | AID 449728, 2010;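 active = inhibition above the campaign's mean inhibition across all tested compounds plus 3 SD, cut at about 9.9% in these data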;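 note: uninfected addAB+ strain grown without phage in ampicillin broth; 0% = DMSO wells and 100% = ciprofloxacin 0.95 µg/ml wells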
OPRM1-OPRD1 inv = inverse agonists of MOR-DOR heterodimerization, primary screen, cell-based, luminescence | actives 0.21% (n = 340,000) | Mu-type opioid receptor (Homo sapiens) + Delta-type opioid receptor (Homo sapiens), … | cell-based MOR-DOR heterodimer luminescence, inverse agonism | AID 504357, 2011 | inhibition, % at 9.3 µM; in the data active = inhibition above about 22%, passing the limit was not always enough;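 note: 0% = cells with DMSO and 100% = wells without cells with DMSO; values of inactives mirror those of a sister screen read the other way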
Target sequence (P35372 whole entry, looked up): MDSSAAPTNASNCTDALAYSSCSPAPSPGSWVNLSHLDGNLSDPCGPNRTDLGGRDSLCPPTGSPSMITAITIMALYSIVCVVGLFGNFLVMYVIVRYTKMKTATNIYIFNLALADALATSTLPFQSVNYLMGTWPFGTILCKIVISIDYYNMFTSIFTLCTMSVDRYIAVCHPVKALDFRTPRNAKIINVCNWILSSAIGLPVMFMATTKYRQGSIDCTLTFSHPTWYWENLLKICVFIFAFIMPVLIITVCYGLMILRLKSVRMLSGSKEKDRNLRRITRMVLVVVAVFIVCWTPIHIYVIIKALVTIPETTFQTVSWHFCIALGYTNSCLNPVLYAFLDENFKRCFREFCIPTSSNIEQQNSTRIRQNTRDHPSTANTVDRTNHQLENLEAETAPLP
Target sequence (P41143 whole entry, looked up): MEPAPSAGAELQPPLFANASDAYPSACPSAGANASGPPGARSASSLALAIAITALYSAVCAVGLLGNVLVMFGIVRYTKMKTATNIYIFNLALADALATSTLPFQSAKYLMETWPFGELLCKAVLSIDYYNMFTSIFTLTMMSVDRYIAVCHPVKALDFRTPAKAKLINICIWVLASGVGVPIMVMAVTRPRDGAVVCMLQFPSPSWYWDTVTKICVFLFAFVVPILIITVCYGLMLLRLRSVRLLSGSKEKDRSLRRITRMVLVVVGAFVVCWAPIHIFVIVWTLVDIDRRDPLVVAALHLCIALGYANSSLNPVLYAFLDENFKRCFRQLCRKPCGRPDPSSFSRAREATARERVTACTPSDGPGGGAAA
AddAB inh = growth inhibition of E. coli expressing H. pylori AddAB, primary screen, AddAB inhibitor project, absorbance; inhibition, % at 11.9 µM; actives 0.29% (n = 330,000); AID 435030, 2010; in the data active = inhibition above about 12%;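 note: 0% = vehicle wells of infected cells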
PKA-R1A act = activators of PKA-R1A holoenzyme, primary screen, biochemical, fluorescence polarization, Cy5-IP20, bovine R1A, mouse PKAc; PKA-R1A dissociation; scaled: DMSO 0%, 113 µM cGMP 100%; AID 504707, 2011; activation, % at 11.4 µM; actives 0.083% (n = 340,000); cAMP-dependent protein kinase type I-alpha regulatory subunit (Bos taurus) + …;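 active = percent activation above the mean of all tested compounds plus 3 SD, cut at about 19% in these data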;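 note: higher means more PKAc released from R1A so a rise in polarization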
PfHsp90 yeast 2 = growth inhibition of PfHsp90-expressing yeast, primary screen, antimalarial PfHsp90 inhibitor project, S. cerevisiae, BacTiter-Glo luminescence, single point, set 2; BacTiter-Glo ATP, 48 h; yeast lacking PDR1 and PDR3 efflux regulators; inhibition, % at 9.4 µM; actives 0.32% (n = 310,000);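 active = every replicate shows inhibition above about 80%, whatever the replicate mean, limit read from the data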;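 note: 0% = DMSO neutral controls and 100% = 20 µM radicicol positive controls; yeast relying on Plasmodium falciparum Hsp90 in place of its own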
MOR-DOR ag = agonists of OPRM1-OPRD1 heterodimerization, primary screen, cell-based, luminescence; Mu-type opioid receptor (Homo sapiens) + Delta-type opioid receptor (Homo sapiens), …; cells; activation, % at 9.3 µM; actives 0.3% (n = 340,000); in the data active = activation above about 18%;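 note: 0% = vehicle-treated cells and 100% = reference agonist; values of inactives mirror those of a sister screen read the other way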
Pemphigus Ab inh = inhibitors of pemphigus antibody binding to DSG3, primary screen, biochemical, bead-based, flow cytometry, scFv-GFP. DSG3-coupled beads, scFv-anti-DSG3-GFP binding; active compounds read low. binding (percent of control), % at 10 µM. actives 0.48% (n = 310,000). AID 588358, 2011;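 active = binding more than 3 SD below its plate's average and above zero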;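 note: hits lower antibody fragment binding to DSG3; some compounds called inactive have numbers as strong as hits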
HTR5A inv ag = HTR5A inverse agonists in luminescence cell assay, primary screen, counter-screen for OPRM1-OPRD1 heterodimer inverse agonist project, full-deck HTS; HTR5A cell line, inverse agonism; inhibition, % at 9.3 µM; actives 0.083% (n = 340,000); AID 504634, 2011; in the data active = inhibition mostly above about 23%, no sharp cut-off; inactive = mostly below about 18%;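 note: 0% = cells with DMSO and 100% = no-cell wells with DMSO; some compounds called inactive have numbers as strong as hits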
HTR5A ag = HTR5A agonists in luminescence cell assay, primary screen, counter-screen for OPRM1-OPRD1 heterodimer agonist project, full-deck HTS | 5-hydroxytryptamine receptor 5A (Homo sapiens), P47898 | actives 0.61% (n = 340,000) | activation, % at 9.3 µM | cell-based | AID 504692, 2011; in the data active = activation mostly above about 9.5%, no sharp cut-off; inactive = mostly below about 7.6%;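 note: 0% = cells with vehicle only and 100% = reference agonist; strong numbers were not always called active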
SUMO Mot1 rescue = yeast Mot1-301 growth rescue at high temperature, primary screen, SUMOylation pathway inhibitor project, S. cerevisiae, ATP luminescence, 38.5C; S. cerevisiae Mot1-301 growth rescue; percent above DMSO median, 100 means doubled; growth rescue, % at 18.8 µM; actives 1% (n = 320,000);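 active = every valid replicate shows activation above 250% relative to neutral control wells; inactive = the rest, any valid replicate at or below 250%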;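 note: OY570 slx delta 5 strain wells were the positive control but not used for scaling; some compounds called inactive have numbers as strong as hits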
An asterisk follows results filed as active; i = inactive; / = not tested or not shown. Compounds as they come; 3.2% or so of the library scored in one or more.

SMILES	phage Ecoli inh	E coli growth	OPRM1-OPRD1 inv	AddAB inh	PKA-R1A act	PfHsp90 yeast 2	MOR-DOR ag	Pemphigus Ab inh	HTR5A inv ag	HTR5A ag	SUMO Mot1 rescue
Oc1ccc2ccccc2c1CNc1ccccn1	-0.7	1.7	-3.6	-1.9	-19.2	-17.5	0.8	107.1	-8.1	2.1	-3.4
O=C(CSc1ncnc2nc[nH]c12)N1CCN(c2ccccc2)CC1	0.0	-1.7	4.4	2.4	-2.1	2.2	-1.0	97.8	-9.2	3.4	-19.3
CCC1OC(c2ccc([N+](=O)[O-])cc2)=Nc2ccccc21 (centres undefined)	-0.1	-1.4	-15.1	-0.5	-1.1	-11.4	3.2	109.4	-6.7	1.8	79.1
COc1ccccc1C(=O)Nc1cccc(NC(=O)c2ccccc2C)c1	1.0	/	3.2	/	-1.1	-22.8	-0.7	114.5	-18.1	4.8	-6.6
CCCOn1c(OCC(C)C)nc2ccccc2c1=O	2.7	-2.3	-26.4	3.8	-0.2	11.5	4.4	/	-29.2	2.6	-9.8
CC1CCCCN1CCNC(=O)c1ccc2c(=O)n(CCc3ccccc3)c(=O)[nH]c2c1 (centres undefined)	1.2	-3.5	-3.2	1.4	-7.7	/	0.6	/	-14.8	5.6	-4.8
CC12CCC(=O)N1C(C(=O)NNC(=O)c1ccccc1)CS2 (centres undefined)	0.2	2.2	9.6	4.7	4.0	/	-1.5	99.0	8.1	-2.9	-19.4
Cc1ccc(S(=O)(=O)Nc2ccc(Cl)cn2)cc1C	0.5	-1.5	5.5	-0.8	2.6	-17.7	-1.0	115.3	-3.0	5.4	-6.1
Cc1ccc(-c2nnc3c4ccccc4c(C)nn23)cc1S(=O)(=O)N1CCN(CCO)CC1	1.9	-0.6	2.7	-0.7	-1.5	-6.2	-0.5	99.0	-2.3	-5.0	-6.6
Clc1ccccc1Cn1nnc2ccccc21	-0.6	2.1	14.3	0.1	3.4	6.7	-3.2	104.5	-8.8	2.5	12.2

Quoted at random: three records from the list.
SMILES	phage Ecoli inh	E coli growth	OPRM1-OPRD1 inv	AddAB inh	PKA-R1A act	PfHsp90 yeast 2	MOR-DOR ag	Pemphigus Ab inh	HTR5A inv ag	HTR5A ag	SUMO Mot1 rescue
CC1CCCCN1CCNC(=O)c1ccc2c(=O)n(CCc3ccccc3)c(=O)[nH]c2c1 (centres undefined)	1.2	-3.5	-3.2	1.4	-7.7	/	0.6	/	-14.8	5.6	-4.8
COc1ccccc1C(=O)Nc1cccc(NC(=O)c2ccccc2C)c1	1.0	/	3.2	/	-1.1	-22.8	-0.7	114.5	-18.1	4.8	-6.6
Clc1ccccc1Cn1nnc2ccccc21	-0.6	2.1	14.3	0.1	3.4	6.7	-3.2	104.5	-8.8	2.5	12.2

Remaining list, next part:
SMILES	phage Ecoli inh	E coli growth	OPRM1-OPRD1 inv	AddAB inh	PKA-R1A act	PfHsp90 yeast 2	MOR-DOR ag	Pemphigus Ab inh	HTR5A inv ag	HTR5A ag	SUMO Mot1 rescue
Cc1onc(-c2ccccc2)c1C(=O)NCCCc1ccccc1	3.8	-0.5	-0.9	1.4	10.3	/	0.2	104.2	-2.5	-1.1	14.2
CNC(=O)c1ccc(NC(=O)/C=C/c2cccc(F)c2)cc1	2.8	-2.4	3.2	1.3	-4.8	2.5	-0.6	106.4	-2.3	4.2	298.0
CN(C)/C(=N\O)c1c(Cl)cccc1Cl	-0.4	0.7	2.1	-0.3	-13.7	-9.7	-0.4	107.5	0.0	-2.8	-8.3
COc1ccccc1OCCCOc1c(C)cc(C)cc1Br	3.5	0.3	-25.4	2.9	-7.4	3.8	5.0	99.7	-7.3	2.8	0.3
Cc1ccc(OCC(=O)O)c(-n2nc3ccccc3n2)c1	3.6	1.0	4.3	-1.4	1.1	-27.2	-0.8	105.0	-8.5	0.7	340.0*
Cc1c(-c2ccccc2)nc(N)c(C#N)c1-c1ccco1	1.2	-0.5	11.2	1.6	11.4	-8.0	-2.1	98.8	10.9	-4.3	6.1
CCOc1ccc(NC(=S)N2CCC(NC(=O)c3ccco3)CC2)cc1	1.4	-0.4	0.9	2.2	1.7	-1.8	-0.1	107.8	13.0	1.6	49.3
COC(=O)CCC(=O)Nc1sc(Cc2ccccc2)c(C)c1C(N)=O	1.5	-3.4	6.8	3.9	12.9	-13.8	-1.4	83.6	6.0	-0.1	-26.0
COc1ccc(CNc2ncc(-c3ccccc3)n2C)cc1	3.5	-1.4	27.5	2.3	2.7	-8.2	-5.7	111.5	3.6	-1.1	336.7
CCc1c(C2(O)CCCCC2)[nH]c2cc(C(F)(F)F)ccc12	/	2.0	-81.9	2.1	-9.2	51.5	15.0	102.3	20.0	-7.9	325.0*
CCc1ccc(OC(=O)c2cccnc2)cc1	-1.2	2.1	12.2	3.4	-8.7	0.5	-2.5	105.1	4.8	-1.3	-15.3
C/C(Cc1ccccc1)=N\NC(=O)c1cccnc1	1.8	2.2	4.8	0.4	-11.5	-4.1	-0.7	88.1	16.0	-1.4	17.1
CCOc1ccc(NC(=O)C/C(N)=N/O)cc1	0.7	2.2	-20.4	3.2	-9.8	18.0	3.3	102.6	0.0	0.0	-2.7
COc1ccc(OCCOCCN2CCc3ccccc3C2)cc1	2.1	-1.0	14.0	1.0	-15.1	26.3	-3.2	95.7	-12.0	4.4	-9.7
CCOC(=O)N1CCN(C(=O)COc2cccc3c2CCN(Cc2ccccc2C)C3=O)CC1	-0.8	-2.4	8.8	1.4	7.6	-26.3	-1.8	/	-12.3	4.1	-9.1
CCn1cc(CN2CCCC(C(=O)Nc3ccc(-c4cscn4)cc3)C2)cn1 (centres undefined)	-0.8	-0.7	15.8	0.1	-9.1	6.0	-2.9	/	15.9	2.6	-2.0
CC(OC(=O)c1cccc(NS(C)(=O)=O)c1)C(=O)Nc1ccc(N2CCOCC2)cc1 (centres undefined)	0.8	-2.6	7.2	2.0	-8.3	19.7	-1.3	/	-46.5	1.1	7.1
COc1ccc(C(CNC(=O)c2oc3ccccc3c2C)N2CCCC2)cc1 (centres undefined)	3.9	0.2	18.4	1.4	-1.3	1.2	-4.9	145.3	16.9	-2.1	8.5
COc1ccccc1N1CCN(/N=C/c2cccc(OC)c2OC)CC1	-1.0	2.9	-10.7	-0.9	-5.1	/	2.0	99.5	-5.7	4.7	-9.6
CCc1nc2ccc(C(=O)N3CCN(c4cccc(C(F)(F)F)c4)CC3)cc2nc1CC	2.5	1.2	-10.1	3.2	-4.2	10.0	2.0	100.9	-3.0	4.5	-19.4
Cc1ccccc1-n1ncc(C(C)NC(=O)c2ccco2)c1C (centres undefined)	4.2	-1.1	-12.2	-0.6	-3.7	-6.3	1.7	99.0	-3.6	1.3	-23.4
CCOc1ccc2nc(SCC(=O)NC(=O)NCc3ccco3)[nH]c2c1	5.0	1.6	13.6	3.2	-2.5	/	-2.7	99.7	9.7	-4.4	4.7
Cc1ccc([N+](=O)[O-])c(OCCCN2CCCCCC2)c1	1.9	0.0	8.0	0.3	-1.6	7.3	-1.2	114.6	-10.9	-2.6	40.2
O=C(NCc1ccccc1)C(c1cccnc1)N(Cc1ccco1)C(=O)c1ccccn1 (centres undefined)	3.0	-1.2	19.9	3.0	-3.9	4.5	-3.2	106.4	6.1	3.3	-7.5
CCC(C)NC(=O)CCn1c(=O)c2cccn2c2ccc(F)cc21 (centres undefined)	-0.4	/	15.2	/	-0.6	32.6	-3.4	97.2	-2.3	0.7	-7.7
COc1ccc(NC(=O)CSC2=NN3CCCC(=O)N=C3S2)c(OC)c1	1.3	-0.8	-4.8	3.7	13.9	-7.0	1.0	102.8	-9.4	2.1	-7.4
NCC(c1ccccc1)c1c[nH]c2ccccc12 (centres undefined)	4.7	3.5	-7.0	4.2	-10.9	6.1	1.3	109.7	-13.7	4.6	151.8
COC(=O)c1ccc(CNC(=O)C2CCC(=O)N(CCc3ccccc3)C2)cc1 (centres undefined)	2.0	/	9.2	/	-4.6	2.3	-1.7	107.4	-14.9	-3.5	-2.4
Cc1ccc(NC(=O)c2oc3ccccc3c2C)c([N+](=O)[O-])c1	2.6	-0.5	20.6	2.6	-7.0	-14.2	-4.1	101.0	4.7	-1.8	291.3
CN(C)Cc1c(C(=O)N/N=C/CCc2ccccc2)nnn1-c1nonc1N	0.6	1.8	-1.5	5.1	4.5	-7.2	0.2	103.8	-11.6	3.9	-21.9
O=C(c1cnc2ccccn2c1=O)N1CCCc2ccccc21	1.0	-1.2	4.0	-0.3	-25.1	-8.1	-0.7	95.5	-18.9	0.0	28.2
CC(=O)Oc1ccc(/C=C(\NC(=O)c2ccco2)C(=O)Nc2ccc(C(C)=O)cc2)cc1	-0.9	-0.8	1.4	2.2	-5.2	-16.7	-0.3	106.5	15.8	-1.8	-26.4
COc1cc(C(C)=O)ccc1Oc1ncnc2c1cnn2-c1ccc(C)c(C)c1	2.5	0.5	5.1	0.7	1.9	10.1	-0.9	105.7	0.6	1.3	11.0
CC(C)(C)C(=O)NC(n1cnc2c(N3CCOCC3)ncnc21)C(Cl)(Cl)Cl (centres undefined)	0.3	1.1	7.2	1.7	-0.5	-9.9	-1.4	96.9	-5.2	1.8	-0.8
Cc1cc(=O)n2nc(N3CCCC(C(=O)NCc4ccc(Cl)cc4)C3)sc2n1 (centres undefined)	-1.2	-0.1	12.4	2.9	7.1	-10.0	-2.3	/	14.5	0.5	7.8
Cc1cc2c(ncn2C(C)C)c(NS(=O)(=O)c2ccc(F)cc2)c1C	3.3	-1.5	10.6	-1.0	-4.2	4.6	-1.6	83.3	9.8	-4.0	i
CCC1CN(C(=O)N2CCC(C(=O)Nc3ccccc3OC)CC2)c2ccccc2O1 (centres undefined)	3.5	-2.5	0.1	3.5	5.0	38.7	0.0	95.3	-7.2	-0.1	25.7
COC(=O)CCCC(=O)N1CCCC(CCC(=O)NCc2ccc(F)c(F)c2)C1 (centres undefined)	4.9	0.2	-6.2	1.2	-2.6	8.0	1.1	105.5	-22.6	7.9	9.2
CC(=O)N1CCc2[nH]c3ccccc3c2C1	3.9	2.5	4.3	1.6	-10.4	/	-0.9	96.8	-9.9	4.2	-7.7
CCN(CC)c1ccc(NC(=O)c2ccc3c(c2)c(C)c(C)n3C)cc1	4.1	4.1	-11.8	6.4	-2.4	11.9	2.3	104.5	13.5	-5.5	-3.5
COC(=O)c1cn(C(=O)c2cc(OC)c(OC)c(OC)c2)c2ccccc12	-0.6	-0.8	8.9	2.9	-2.4	5.4	-1.8	113.1	-15.1	4.0	496.5

Screening results deposited in PubChem by several laboratories.
